# HCV inh – qHTS Assay for Inhibitors of Hepatitis C Virus (HCV) | Huh7.5.1 HCVcc-Cre infection, luciferase reporter, 44 h | Potency, µM (top dose mostly 41.8 µM), without a hit: at the top dose activity change, negative = inhibition, actives largely listed as inhibitors | 3.4% of 340,000 active | AID 651820, 2012; also: potency is read from the fitted curve at half-maximal effect; % is scaled to controls: 0 for no effect and ±100 for the full control effect
#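 Infectious HCVcc-Cre (~0.5 moi) was added to cells just after compound, with cells seeded 4 h earlier at 1,000 per well. Luciferase activity after 44 h culture reported infection; substrate was incubated 15 min at room temperature before reading.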
# Shiga toxin inh – A qHTS for Small Molecule Inhibitors of Shiga Toxin | Vero cells, Shiga toxin protein synthesis inhibition reporter | inhibition, % at 38.7 µM | 9.2% of 290,000 active; in the data active = inhibition mostly above about 28%, no sharp cut-off; inactive = mostly below about 43%; also: 0% is about no effect
# Pf growth 96h – Primary qHTS for delayed death inhibitors of the malarial parasite plastid, 96 hour incubation | P. falciparum luciferase reporter growth, 96 h | Potency, µM (top dose mostly 28.7 µM), for the others: at the top dose activity change, negative = inhibition, most hits filed as inhibitors | 6.9% of 320,000 active | AID 504834, 2011; also: potency is read from the fitted curve at half-maximal effect; % is scaled to controls: 0 for no effect and ±100 for the full control effect
#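 P. falciparum expressing integrated firefly luciferase grown in erythrocytes (2% hematocrit, 0.05% parasitemia final) with compounds for 96 hours at 37 C, 5% CO2. Growth inhibition read as loss of luminescence after adding luciferase detection reagent.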
# CHX counter – Cycloheximide Counterscreen for Small Molecule Inhibitors of Shiga Toxin; max response, %; 12% of 300,000 active; cell reporter, cycloheximide protein synthesis inhibition counterscreen; AID 2314, 2010; in the data active = max response mostly above about 13%, no sharp cut-off; inactive = mostly below about 14%; also: read at 38.3 µM for the half of the compounds with a filed dose; 0% is about no effect
# Tb PYK inh – qHTS of Trypanosoma Brucei Inhibitors | TbPYK enzyme, Kinase-Glo Plus ATP luminescence, 45 min | pyruvate kinase (Trypanosoma brucei), Q57TT1 | Potency, µM (doses to about 76.8 µM), for the others: at the highest dose activity, negative = inhibition, hits mostly inhibitors | 0.12% of 410,000 active | AID 624173, 2012; also: potency is read from the fitted curve at half-maximal effect; % is scaled to controls: 0 for no effect and ±100 for the full control effect; nearly all actives have a fitted effect of over 50% in size
#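 Quantitative HTS: titrated library compounds versus trypanosomal pyruvate kinase in TEA buffer (pH 7.2) containing KCl, MgCl2, BSA and Tween-20. Reactions were initiated with ADP, 130 uM final. Kinase-Glo Plus luminescence was read after 45 min at RT.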
# Pf growth 48h – Primary qHTS for delayed death inhibitors of the malarial parasite plastid, 48 hour incubation. P. falciparum luciferase growth in erythrocytes, 48 h. Potency, µM (top dose mostly 28.7 µM), for inactives: at the top dose activity change, negative = inhibition, most hits filed as inhibitors. 5.9% of 310,000 active; also: potency is read from the fitted curve at half-maximal effect; % is scaled to controls: 0 for no effect and ±100 for the full control effect
#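 First compound was added to culture medium, then infected red cells at 0.1% parasitemia and 2% hematocrit (final). After incubation at 37 C under 5% CO2, luciferase detection reagent was dispensed and light output recorded.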
# LmPK inh – qHTS Assay for Inhibitors of Leishmania Mexicana Pyruvate Kinase (LmPK); Potency, µM (doses to about 57.5 µM), for the others: top-dose activity change, negative = inhibition, usual class: inhibitors; Q27686; AID 1721, 2009; purified LmPK, Kinase-Glo ATP luminescence, 1 h; 0.37% of 290,000 active; also: potency is read from the fitted curve at half-maximal effect; % is scaled to controls: 0 for no effect and ±100 for the full control effect
# Target sequence (Q27686 whole entry, looked up): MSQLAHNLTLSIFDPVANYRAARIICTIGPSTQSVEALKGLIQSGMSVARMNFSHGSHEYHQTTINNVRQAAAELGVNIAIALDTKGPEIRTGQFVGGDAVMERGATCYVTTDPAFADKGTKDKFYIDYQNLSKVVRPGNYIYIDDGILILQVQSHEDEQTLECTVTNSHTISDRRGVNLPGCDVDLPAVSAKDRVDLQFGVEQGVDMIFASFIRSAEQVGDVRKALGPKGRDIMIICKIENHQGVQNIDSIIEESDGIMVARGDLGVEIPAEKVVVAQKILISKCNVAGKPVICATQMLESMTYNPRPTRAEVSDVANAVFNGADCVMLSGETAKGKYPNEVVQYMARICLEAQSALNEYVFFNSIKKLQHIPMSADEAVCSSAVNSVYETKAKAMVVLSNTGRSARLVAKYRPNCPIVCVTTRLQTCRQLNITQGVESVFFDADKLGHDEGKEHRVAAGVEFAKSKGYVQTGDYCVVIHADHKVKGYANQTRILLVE
#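 Purified LmPK (0.1 nM) converted ADP (0.1 mM) to ATP with PEP (0.5 mM) in imidazole buffer pH 7.2 with KCl and MgCl2, 1 h at room temperature. ATP was read by Kinase-Glo luminescence; data normalized to uninhibited and no-enzyme controls.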
# * marks the source's active call; other numbers are inactive results; i = inactive; ? = inconclusive; . = no result given; & = joins results of further samples; [ ] = another dose, or the depositor's remark. Unless noted, calls follow the shape of the dose curve; as a rule, active = well fitted curve in the direction sought with a large enough effect; inconclusive = small, poorly fitted or top-dose-only effect, or another doubt; inactive = no such curve, though single readings can be large; an effect the other way counts as inactive or inconclusive. Hits appear at their usual frequency; overall some 24% were active at least once.
SMILES,HCV inh,Shiga toxin inh,Pf growth 96h,CHX counter,Tb PYK inh,Pf growth 48h,LmPK inh
OC(CNCCc1c[nH]c2ccccc12)C(F)(F)F (stereo unspecified),30.2%[activator],2.5,6.7%,-2.6,-0.4%,21.9%,1.1%
CSc1nnc(C)c(=O)n1COC(=O)c1ccccc1,9.2%,16.4,?,-2.3,-7.4%,-3.1%,-0.3%
CC(=O)NC(CC(=O)NNC(=O)c1cccs1)c1ccccc1 (stereo unspecified),1.9%,.,16.1%,.,-8.6%,19.3%,.
CC1=Nn2c(nnc2-c2ccccn2)SC1,-3.2%,-7.4,-1.4%,-1.6,-25.0%,-4.1%,-1.8%
C=CCn1c(=O)c2c(nc3n2CCS3)n(C)c1=O,-2.5%,32.4,-5.2%,4.3,-3.3%,-3.5%,5.9%
COc1ccc(NS(=O)(=O)c2ccc(C(=O)N(C)Cc3cccs3)cc2)cc1,?,.,?,.,2.7%,?,.
CC1CN(c2ccc([N+](=O)[O-])cc2Cl)CCN1S(C)(=O)=O (stereo unspecified),-20.7%,-2.1,61.2%[activator],-3.3,-5.1%,3.29µM*,2.2%
O=C(NNC(=O)c1ccc(-c2ccccc2)cc1)Nc1ccc(F)cc1F,8.3%,-10.7,35.6%[activator],6.2,-2.9%,15.5%,0.0%
COC(=O)c1ccc(S(=O)(=O)N2CCCN(Cc3ccc(F)cc3)CC2)n1C,11.2µM*,4.5,15.8%,-3.5,0.5%,-3.2%,0.2%
CSc1ncc(/C=C2/C(=O)NC(=O)N(c3ccc(Cl)cc3)C2=O)cn1,25.9%,3.7,-4.9%,-7.6,-12.7%,5.5%,3.0%
O=C(CC1C(=O)NCCN1C(=O)Nc1ccccc1)Nc1ccc(F)cc1 (stereo unspecified),12.9%,-1.6,-3.9%,-1.1,-0.3%,8.9%,2.9%
Cn1cc(CNC(=O)C23CC4CC(CC(C4)C2)C3)cn1,20.0%,-2.8,?,-2.7,6.0%,?,3.7%
Cc1ccc(-n2ncc(Br)c(Br)c2=O)cc1,?,-22.5,18.6%[5.75 µM],-8.7,-1.1%,-23.1%,-4.8%
CC(=O)Nc1ccc(S(=O)(=O)NCc2ccc3c(c2)cc(C)n3C)cc1,?,-14.0,?,-6.5,-4.3%,.,3.0%
COc1cc2c(c(OC)c1OC)-c1c(cc3c(c1OC)OCO3)C[C@H](C)[C@@](C)(O)C2,6.9%,11.8,38.3%[activator],6.0,-2.7%,-18.1%,1.3%
Cc1cc(=O)n(C)c(=O)n1CCCCCCOc1ccc([N+](=O)[O-])cc1,-2.4%,-1.5,22.8%,1.4,.,32.5%[activator],1.5%
COc1ccc2ccccc2c1C1CC(=O)N2CN(Cc3ccco3)CSC2=C1C#N (stereo unspecified),6.0%,20.9,-14.2%,1.2,?,.,-0.2%
O=P(OC1CCCCC1)(OC1CCCCC1)C(O)c1c(Cl)cccc1Cl (stereo unspecified),11.6%,-12.9,5.22µM*,-1.8,-3.9%,10.4µM*,4.0%
ON=C1CCN(c2ncc(C(F)(F)F)cc2Cl)CC1,-11.2%,-2.1,49.3%[activator],12.5,-2.4%,34.7%,3.0%
COc1ccc(C2C(=O)N(C3CCCCCC3)CC(=O)N2Cc2ccccc2)cc1OC (stereo unspecified),-8.1%,-15.3,.,15.6,7.2%,?,-2.4%
CCOc1cc(C2C(C(=O)OC(C)C)=C(C)N=C3SCCC(=O)N32)ccc1OC(C)=O (stereo unspecified),6.8%&-3.1%,-9.6,.,-1.1,0.4%,-21.6%,4.9%
NC(=O)CC(NC(=O)Cc1ccc(Br)cc1)c1ccc(N2CCC(N3CCCCC3)CC2)c([N+](=O)[O-])c1 (stereo unspecified),7.9%,-8.4,-14.8%,-3.8,-9.1%,11.2%,-1.0%
O=C(NCc1cccnc1)c1ccc(S(=O)(=O)Nc2ccccc2)cc1,3.9%,.,-4.6%,.,1.6%,-29.7%,.
CCC(C)c1ccc(OCC(=O)O)cc1 (stereo unspecified),-4.2%,-5.6,-3.4%,-1.3,0.7%,14.1%,1.4%
COc1ccccc1C1CN(c2ccc(F)cc2F)N=C1c1cccs1 (stereo unspecified),6.4%,2.0,?,12.5,6.1%,.,8.5%
Cc1ccc(OCC(=O)N/N=C\c2ccc(-c3cccc(C(=O)O)c3)o2)c(C)c1,19.7%,177.3*,-19.2%,74.1*,-17.0%,51.3%[activator],6.2%
Cc1ccc(-n2c(SCC(=O)NCCN3C(=O)CSC3=O)nnc2-c2ccccc2)cc1,1.4%,13.5,14.7µM*,3.9,-36.1%,-10.8%,0.6%
CSC(=NCc1ccc(F)cc1)NS(=O)(=O)c1cccs1,-1.0%,-14.6,1.2%,1.0,-1.5%,-13.7%,1.6%
O=C(CSc1nncs1)Nc1ccc(Cl)cn1,4.9%,-9.3,?,-2.4,2.9%,17.3%,1.9%
CC1(C)CC(=O)CC2(C1)NCC(c1ccccc1)c1c2[nH]c2ccccc12 (stereo unspecified),3.7%,-2.3,10.4µM*,-2.5,3.2%,5.86µM*,4.1%

# Fetched by compound from the entries so far (two):
SMILES,HCV inh,Shiga toxin inh,Pf growth 96h,CHX counter,Tb PYK inh,Pf growth 48h,LmPK inh
Cc1ccc(-n2c(SCC(=O)NCCN3C(=O)CSC3=O)nnc2-c2ccccc2)cc1,1.4%,13.5,14.7µM*,3.9,-36.1%,-10.8%,0.6%
COc1ccc(C2C(=O)N(C3CCCCCC3)CC(=O)N2Cc2ccccc2)cc1OC (stereo unspecified),-8.1%,-15.3,.,15.6,7.2%,?,-2.4%

# Further structures follow:
SMILES,HCV inh,Shiga toxin inh,Pf growth 96h,CHX counter,Tb PYK inh,Pf growth 48h,LmPK inh
CS(=O)(=O)N(CC(=O)NC1CCCC1)c1ccc2c(c1)OCCO2,0.1%,14.7,.,0.5,-2.7%,-9.5%,1.2%
CCCC(=O)Nc1cc(-c2nnc(OC)c3ccccc23)ccc1N1CCCCC1,21.5%,9.7,60.6%[activator],-0.4,.,9.7%,3.4%
CC1CCCN(Cc2nc3c(c(=O)n(C)c(=O)n3C)n2CC(=O)c2ccccc2)C1 (stereo unspecified),12.1%,9.1,?,1.8,-1.2%,?,2.0%
Cc1cc(=O)[nH]c(N/N=C/c2ccc(Cl)cc2Cl)n1,6.3%,-5.6,?,-6.3,-0.7%,29.3%,5.7%
Cc1cccc(Nc2nc(N)c([N+](=O)[O-])c(NCc3ccccc3)n2)c1,?,-8.7,?,0.8,1.9%,?,0.2%
CCOC(=O)N1CCC(NS(=O)(=O)c2cc(Br)cc3c2N(C(=O)CC)CC3)CC1,-27.2%,-9.6,-2.0%,6.2,-4.6%,8.28µM*,4.9%
O=C(NNC(=O)c1ccccc1Br)c1ccc2nc[nH]c2c1,13.4%,1.9,-1.1%,5.5,4.3%,16.9%,-1.3%
c1ccc(COc2ccc(OCCCCN3CCCCC3)cc2)cc1,25.1µM*,69.9*,?,55.2*,17.3%,.,2.2%
O=C(Nc1ccccc1N1CCCC1)C1=COCCO1,-24.6%,.,?,.,-2.7%,?,.
Cn1c(=O)[nH]c(=O)c2c1nc(SCCO)n2CCCc1ccccc1,-17.0%,-13.6,344.0%[activator],0.7,?,8.6%,-3.4%
CCCCn1c(C)cc2c(c1=O)C1O[C@](c3ccc(OC)cc3)(Cc3cc(OC)c(OC)cc31)O2,.,i,1.51µM*,15.3*,.,?,-7.2%[11.5 µM]
COC(=O)NC(=C(Cl)Cl)S(=O)(=O)c1ccccc1,11.2µM*,128.2*,?,81.8*,-13.1%,?,1.8%
C=CCn1c(SCc2ccc(C#N)cc2)nnc1-c1cccc(Cl)c1,-3.2%,-3.1,-4.1%,-3.5,-2.6%,?,2.0%
COC(=O)CNC(=O)c1ccc(F)cc1,3.1%,-13.9,130.2%[activator],-1.8,-4.7%,36.1%[activator],-3.4%
CCCc1cc(C(=O)Nc2cc(C)on2)no1,1.3%,60.5,-32.9%,13.4*,4.1%,.,8.1%
CCNC(=S)Nc1ccc(N(c2ccccc2)C(C)C)cc1,?,57.0*,.,17.4*,1.0%,-0.2%,0.3%
CCOC(=O)c1[nH]c(C)c(/C(O)=C2\C(=O)C(=O)N(CCCN3CCOCC3)C2c2cccs2)c1C (stereo unspecified),-19.0%,57.4,?,18.8*,-2.6%,23.7%,2.4%
CC1(C)Oc2ccc3ccc(=O)oc3c2[C@@H](O)[C@@H]1O,12.4%,.,69.9%[activator],.,2.0%,?,.
Cc1ccc(N(Cc2ccccc2)C(=O)c2cc(S(=O)(=O)N3CCOCC3)ccc2Cl)cc1,?,.,13.1µM*,.,2.7%,?,.
Cc1ccc(NC(=O)Cn2nnc(-c3ccccc3-n3cnnn3)n2)c(C)c1,-3.1%,18.6,17.9%,1.1,3.7%,-19.6%,-0.5%
CC1CCN(C(=O)Cn2c3ccccc3c3nc4n(c(=O)c32)CCS4)CC1,-8.4%,15.0,?,-5.2,0.0%,?,0.7%
N#Cc1ccc2c(c1)N(CCCN1CCC(O)CC1)c1ccccc1S2,.,.,?,.,6.7%,?,.
CC(c1n[nH]c(=S)n1-c1ccc(F)cc1)N1CCCCC1 (stereo unspecified),12.1%,-3.3,25.7%,-2.0,?,10.7%,?
O=C(O)Cc1ccc(Oc2ncc(C(F)(F)F)cc2Cl)cc1,0.7%,24.0,-7.1%,8.3,6.9%,-9.0%,-0.9%
Cc1ccc(NC(=O)CN(C)C(=O)Cn2ccsc2=N)cc1,-1.8%,18.5,14.3%,6.6,-0.5%,0.0%,-9.9%
NS(=O)(=O)c1ccc(NC(NC(=O)c2cccnc2)C(Cl)(Cl)Cl)cc1 (stereo unspecified),-1.3%,-7.5,0.0%,-4.2,2.1%,4.2%,3.5%
O=C(CC1CCCCC1)NCc1ccco1,4.3%,-2.2,?,-1.2,-3.4%,7.9%,-5.7%
COC(=O)C1=C(C)NC(=O)NC1c1ccc2c(c1)OCO2 (stereo unspecified),11.9%,-9.1,?,1.3,-5.8%,25.4%,1.9%
COc1ccc(-n2cc(CNC(C)c3ccncn3)c(-c3cccc(F)c3)n2)cc1 (stereo unspecified),5.9%,22.5,?,-4.7,0.0%,-14.6%,15.0%
CCCN1C(=O)SC(CC(=O)Nc2ccccc2C)C1=O (stereo unspecified),19.7%,-4.6,-15.1%,1.2,3.2%,18.6%,-0.1%

# Just Tb PYK inh and Pf growth 96h (three entries from above):
smiles	Tb PYK inh	Pf growth 96h
COc1ccc(NS(=O)(=O)c2ccc(C(=O)N(C)Cc3cccs3)cc2)cc1	2.7%	?
CC1CN(c2ccc([N+](=O)[O-])cc2Cl)CCN1S(C)(=O)=O (stereo unspecified)	-5.1%	61.2%[activator]
O=C(NNC(=O)c1ccc(-c2ccccc2)cc1)Nc1ccc(F)cc1F	-2.9%	35.6%[activator]

# Assay outcomes (PubChem)
